# Bioassay records deposited in PubChem BioAssay by Icahn School of Medicine at Mount Sinai.
# ROC1-CUL1 inh: blocks human RBX1-Cullin-1 di-ubiquitin formation | inhibition, % at 10 µM | in vitro K48 di-Ub FRET, acceptor:donor ratio, 45 min | 140,000 tested, 0.6% active | AID 1347404 | P62877+Q13616; in the data active = inhibition above about 25%
# Target sequence (P62877 whole entry, looked up): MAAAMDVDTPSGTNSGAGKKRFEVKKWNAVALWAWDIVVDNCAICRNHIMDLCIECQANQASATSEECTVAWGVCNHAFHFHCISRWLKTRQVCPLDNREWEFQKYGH
# Target sequence (Q13616 whole entry, looked up): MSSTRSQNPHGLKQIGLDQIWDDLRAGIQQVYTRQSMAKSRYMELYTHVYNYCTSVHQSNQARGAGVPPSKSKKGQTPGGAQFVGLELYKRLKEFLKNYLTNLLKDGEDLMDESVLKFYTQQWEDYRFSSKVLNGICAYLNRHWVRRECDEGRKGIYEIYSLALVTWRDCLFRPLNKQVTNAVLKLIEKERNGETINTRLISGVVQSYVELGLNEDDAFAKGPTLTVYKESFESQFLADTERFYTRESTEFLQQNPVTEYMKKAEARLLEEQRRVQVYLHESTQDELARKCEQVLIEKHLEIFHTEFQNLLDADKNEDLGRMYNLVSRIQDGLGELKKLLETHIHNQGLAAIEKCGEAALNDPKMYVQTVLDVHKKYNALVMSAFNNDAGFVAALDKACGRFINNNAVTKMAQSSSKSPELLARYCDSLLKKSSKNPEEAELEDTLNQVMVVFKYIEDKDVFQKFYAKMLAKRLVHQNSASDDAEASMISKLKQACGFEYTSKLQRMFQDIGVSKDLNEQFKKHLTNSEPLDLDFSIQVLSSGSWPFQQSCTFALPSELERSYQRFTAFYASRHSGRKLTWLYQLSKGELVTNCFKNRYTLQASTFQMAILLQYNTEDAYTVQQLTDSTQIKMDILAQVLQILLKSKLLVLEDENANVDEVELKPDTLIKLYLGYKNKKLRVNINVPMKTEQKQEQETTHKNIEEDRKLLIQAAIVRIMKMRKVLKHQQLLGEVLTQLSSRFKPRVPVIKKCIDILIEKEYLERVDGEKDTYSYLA
# An asterisk follows results filed as active. The list is partial (hit frequency here may not be typical).
SMILES,ROC1-CUL1 inh
CCSc1cc(C)c2cccc(OC)c2n1,10.1
CC(C)c1ccc(CNC(=O)c2ccc(N3CCCC3)c(NC(=O)NCc3ccccc3)c2)cc1,8.1
CCCc1cc(=O)[nH]c(Nc2ccc(C)cc2)n1,-1.1
O=C(CSc1ccc2nc(-c3ccccc3)cn2n1)Nc1ccccc1C(F)(F)F,5.2
COc1ccc(C2=Nc3ccccc3NC(c3cccs3)=N2)cc1,-1.0
Cc1ccc(N2C(=O)C(=Cc3ccc(O)cc3)C(=O)N(c3ccc(C)cc3)C2=S)cc1,-2.3
COCC(=O)Nc1cc(C(=O)N(C)Cc2ccc3nsnc3c2)c2c(c1)nc(C1CCC1)n2C,2.7
COc1ccc(Cn2c(=O)c3oc4ccccc4c3n(Cc3ccc(F)cc3)c2=O)cc1,-6.2
CCc1nnc(NC(=O)c2ccc([N+](=O)[O-])cc2)s1,3.8
COC(=O)C(O)(CC(=O)Nc1ccccc1F)C(F)(F)F (configuration not stated),-8.0
CCOC(=O)c1cnc2c(C)c(Cl)ccc2c1Nc1cccc(O)c1,-4.2
C=CCOc1ccc(Br)cc1/C=C1/SC(=O)NC1=O,-10.8
COc1ccc(-n2nc(C(=O)Nc3cc(C)ccn3)c3c4ccccc4n(C)c3c2=O)cc1Cl,4.1
CCO[C@H]1[C@H](NC(=O)c2cccnc2)c2ccccc2C12CCN(C(=O)c1cc(C(C)C)on1)CC2,3.0
O=C1N(CC2CC2)CCCC1(O)CNC1CCCCCC1 (configuration not stated),-6.4
Cc1nccn1CCCn1c(SC(C)C)nc2c(c1=O)CCCC2,2.2
Cc1ccc(-c2nnc(Nc3ccc(Cl)c(Cl)c3)c3ccccc23)cc1S(=O)(=O)N(C)C,4.3
O[C@H]1CN(Cc2cc3ccccc3o2)C[C@@H]1N1CCOCC1,-1.4
O=C(CCN1CCCCCC1)c1ccc2c(c1)OCO2,7.4
COC(=O)C(NC(=O)c1ccccc1OC)(Nc1nc(C)cs1)C(F)(F)F (configuration not stated),20.0
COc1ccc2c(C)c(CC(=O)NCCc3ccccc3)c(=O)oc2c1OC,-0.6
CCc1cccc(C)c1NC(=O)Nc1csc2c1CCCC2,9.0
COc1ccc(CCNC(=O)CCc2c(C)nc3cc(-c4ccccc4OC)nn3c2C)c(OC)c1,-7.5
Cc1cccc(N2C(C)C(=O)SC23CCCCC3)c1 (configuration not stated),6.4
CC(C)Oc1ccccc1NC(=O)CSCC(=O)Nc1ccc2ccccc2c1,-3.7
Cc1ccc(N2C(=O)/C(=C/c3cccn3-c3cccc(C(=O)O)c3)C(=O)NC2=S)c(C)c1,97.5*
COc1cccc(-c2nc(S(=O)(=O)c3ccc(C)cc3)c(N3CCCCCC3)o2)c1,9.0
CCN(CC)CCNC(=O)c1ccc(Cn2c(SCc3ccccc3)nc3cccnc32)cc1,-2.4
CSc1ccccc1-c1ccccc1[N+](=O)[O-],8.7
O=C(Cn1nc(Cc2ccncc2)c2ccccc2c1=O)Nc1cccc(C(F)(F)F)c1,-6.3
Cc1ccc(Cl)cc1NC(=O)Cn1nnc2sc3c(c2c1=O)CCC(C(C)(C)C)C3 (configuration not stated),5.2
CC(C)Nc1ccc(C(=O)N2CCC(CCn3cccn3)CC2)cn1,2.6
COc1cc2c(cc1OC)n(CC(=O)Nc1ccc(C)cc1C)c(=O)n1nc(-c3ccccc3)nc21,-1.5
COc1ccc(OC)c2sc(N(CCCN(C)C)C(=O)c3ccco3)nc12,-4.1
CCC(=O)N1CCc2cc(Br)cc(S(=O)(=O)N3CCC(C(=O)Nc4ccccc4CC)CC3)c21,1.0
COc1cccc(-c2cnc(-c3ccncc3)nc2C2CCN(C(=O)c3ccccc3F)CC2)c1,0.3
COc1ccc(OC)c(NC(=O)C(C)n2c(=O)cc(C)c3c(C)nn(-c4ccccc4)c32)c1 (configuration not stated),-8.0
Cc1cc(=O)oc2cc(OS(=O)(=O)c3ccc(F)cc3)ccc12,-1.7
OCCn1ccc(-c2cccc(-c3nccc4occc34)c2)n1,1.7
CN1CCN(CP(=O)(N2CCCCC2)N2CCCCC2)CC1,-1.6
O=C(c1ccccc1)c1ccc(NC(=O)C2CCCCC2)cc1,-1.7
Fc1cccc(Cc2noc(CN3CCCC3)n2)c1,4.6
CCCn1c2ccccc2c2cnn(CC(=O)Nc3ccccc3OC)c(=O)c21,0.3
COC(=O)/C=C/c1ccc(OC(C)=O)cc1,7.8
CC(C)(C)c1[nH]nc2c1C(c1cc(Br)ccc1F)C(C#N)C(=N)O2 (configuration not stated),7.4
COc1cc(C2c3c(n[nH]c3C)OC(=N)C2C#N)cc(Br)c1OCc1ccc(Cl)cc1Cl (configuration not stated),12.6
O=C(O/N=C/c1ccc(Br)cc1)c1ccc(F)cc1,3.9
Cc1oc2cc(OCc3ccccc3)ccc2c(=O)c1Oc1ccccc1F,4.0
COc1ccc(-c2cnc(C)o2)cc1S(=O)(=O)Nc1ccc(C)c(F)c1,7.2
CSc1nsc(SCCC(=O)Nc2ccccc2)n1,-4.2
CCc1cccc(NC(=O)c2ccc3c(=O)n4nc(Nc5ccccc5OC)sc4nc3c2)c1,-2.3
COc1ccc(NC(C)=O)cc1CNC(=O)COc1ccccc1C(=O)Nc1nccs1,-5.7
COc1ccc(F)cc1S(=O)(=O)NCc1cccs1,-0.8
COc1cc(C(=O)Nc2nc(-c3ccc([N+](=O)[O-])cc3)c(-c3ccccc3)s2)cc(OC)c1OC,1.7
CS(=O)(=O)N1N=C(c2ccc(Cl)cc2)CC1c1ccc(Cl)cc1 (configuration not stated),2.3
COC(=O)Cc1ccc(NC(=S)NCCC(C)C)cc1,2.9
COc1cc(NC(=O)CN(C)S(=O)(=O)c2ccc3[nH]c4c(c3c2)CCCC4)cc(OC)c1OC,2.4
Cc1ccc(O)c(NC(=O)C2=CC(c3ccco3)=NS(=O)(=O)N2C)c1,-3.6
O=C(Cc1ccccc1)Nc1ccc(Oc2ccccc2Cl)cc1,-5.9
Cc1cccc(-c2nc3cc(NC(=O)c4cc(Br)ccc4I)ccc3o2)c1,0.1

# Additional entries.
SMILES,ROC1-CUL1 inh
COC(=O)c1c(NC(NC(=O)C(C)C)(C(F)(F)F)C(F)(F)F)sc2c1CCCCC2,-2.7
COc1ccc(C2c3cc(OC)c(OC)cc3CC(=O)N2c2ccc(C)c(F)c2)cc1 (configuration not stated),3.7
Cc1cc(C)c2nc(-c3ccc(Cl)cc3Cl)cc(C(=O)O)c2c1,3.3
CCOc1cc(C(c2c(C)[nH][nH]c2=O)c2c(C)[nH][nH]c2=O)ccc1OC(=O)c1cccc(Cl)c1,-11.3
Cc1ccccc1CSc1cn(CCNC(=O)c2cccs2)c2ccccc12,-20.5
Nc1ncnc2sc3c(c12)CCC3,4.7
CC(C)CNC(=O)c1coc(COc2cccc3cccnc23)n1,6.4
CC(C)c1ccc(OCC(=O)Nc2nc3ccccc3s2)cc1,6.4
Cc1c(C(c2ccc([N+](=O)[O-])o2)c2c(C)n(C)c3ccccc23)c2ccccc2n1C,-0.4
Cc1cc(NC(=O)CCS(=O)(=O)c2cc(Br)cc3c2N(C(=O)C2CC2)CC3)ccc1Br,-8.0
Cc1cc[n+](CCCCC(=O)Nc2ccc(N=Nc3ccc([N+](=O)[O-])cc3)cc2)cc1,-2.8
COc1ccc(C2(CC(=O)N3CCC(c4nc5ccccc5o4)CC3)CC(=O)N(C3CC3)C2=O)cc1 (configuration not stated),10.4
O=C(CSC1=NCCS1)NC(NC(=O)CSC1=NCCS1)c1ccccc1,10.1
Cc1ccc(N2C(=O)CCSC23C(=O)N(Cc2ccccc2)c2ccccc23)cc1F (configuration not stated),3.0
Cc1ccc(SCCN(C)C(=O)Cn2ncc(N3CCCC3)cc2=O)cc1,-4.2
CC(C)CC(=O)Nc1ccnn1C1CCN(C2CCSCC2)CC1,6.4
CSc1ccc(NC(=O)c2sc3nc(-c4cccs4)ccc3c2N)cc1,-5.7
COc1ccc(C2CC(c3ccc(C)cc3)=NN2C(=O)CCC(=O)O)cc1OC (configuration not stated),-0.4
CCN=C1CC=CC=C(c2ccc3ccccc3n2)C1=O,-3.9
CCOc1ccc(-n2c(=O)c3c4c(sc3n(CC(=O)NC(C)CC)c2=O)CCC4)cc1 (configuration not stated),-3.4

# Ordered by value in ROC1-CUL1 inh (smallest number first): 5 from the list above.
SMILES,ROC1-CUL1 inh
CCc1cccc(NC(=O)c2ccc3c(=O)n4nc(Nc5ccccc5OC)sc4nc3c2)c1,-2.3
COc1cc2c(cc1OC)n(CC(=O)Nc1ccc(C)cc1C)c(=O)n1nc(-c3ccccc3)nc21,-1.5
O=C(CSc1ccc2nc(-c3ccccc3)cn2n1)Nc1ccccc1C(F)(F)F,5.2
CC(C)c1ccc(OCC(=O)Nc2nc3ccccc3s2)cc1,6.4
CC(C)(C)c1[nH]nc2c1C(c1cc(Br)ccc1F)C(C#N)C(=N)O2 (configuration not stated),7.4

# Going on with the list.
SMILES,ROC1-CUL1 inh
O=C(Nc1cccc(Cl)c1Cl)c1ccn(C(=O)c2cc([N+](=O)[O-])cc([N+](=O)[O-])c2)n1,-6.6
O=C(O)CCC(=O)Nc1nc(-c2ccc3c(c2)Cc2ccccc2-3)cs1,-3.8
O=C(Nc1nnc(SCc2ccc(F)cc2)s1)c1ccccc1Br,1.8
N#CC1=C(C(F)(F)F)C=C(c2ccccc2)N2CCCN=C12,6.2
CC(C)(C)c1ccc(Cn2c(Cc3ccccc3)nc3ccccc32)cc1,1.8
CC(C)c1ccc(O)c(N=Nc2ccc(Cl)cc2Cl)c1,-3.5
Cn1cc(CN2C[C@H]3OC(=O)N(CCCc4ccc(F)cc4)[C@H]3C2)cn1,-0.4
Cn1cc(C(=O)NC2C3CC4CC(C3)CC2C4)cn1 (configuration not stated),-8.0
O=C(CSc1ccccc1)NC1C(=O)N(Cc2ccccc2)c2ccccc21 (configuration not stated),3.1
CCCn1ncc(C(=O)NCc2cccnc2Oc2ccccc2C)c1C,-9.0
COC(=O)c1c(NC(=O)Cc2ccc(OC)cc2)sc2c1CCC(C(C)(C)C)C2 (configuration not stated),3.9
CCOC(=O)C1(Cc2ccc(OC)cc2)CCN(C(=O)CC2NC(=O)c3ccccc32)CC1 (configuration not stated),-5.2
O=C(CSc1ncc(S(=O)(=O)c2ccc(Br)cc2)c(=O)[nH]1)NCc1ccc(Cl)cc1,-5.9
COc1ccc2ccccc2c1C1c2c(n[nH]c2C)OC(=N)C1C#N (configuration not stated),-3.2
Cc1ccc(S(=O)(=O)N2CCCc3cc(NC(=O)c4ccc(C(F)(F)F)cc4)ccc32)cc1,-2.8
CCOc1ccc2nc(N3CCCC(C(=O)NCCc4nc(C)c5c(n4)CCCC5)C3)nc(C)c2c1 (configuration not stated),2.5
Clc1nsc(-c2ccccc2)n1,6.5
COc1ccc(-c2nc(N(Cc3ccccc3)C(=O)CSc3nc4ccccc4o3)sc2C)cc1,-0.4
CCN(C(=O)OC)C(c1ccccc1)C1CCCCC1=O (configuration not stated),-2.3
CCCCC(=O)NC(=S)Nc1ccc(CN2CCOCC2)cc1,1.6
Cc1ccc(CNc2ccc(CNc3ncn[nH]3)cc2)cc1,-4.7
CCN(c1ccccc1)S(=O)(=O)c1ccc(NC(=O)c2cc(=O)c3cc(C)c(C)cc3o2)cc1,-1.2
COc1ccc(CNC(=O)c2cc3c(=O)n(Cc4ccco4)ccc3nc2C)cc1,-1.2
O=C(CSc1nc2ccccc2c(=O)n1CCc1ccccc1)NCc1ccco1,0.5
CS(=O)(=O)CCC(C(=O)OCC(=O)c1ccccc1Cl)N1C(=O)c2ccccc2C1=O (configuration not stated),1.6
Cc1ccc(S(C)(=O)=O)cc1S(=O)(=O)Nc1cccc(C(=O)O)c1,-9.0
CCc1nc2nc(C)c(Cc3ccccc3C)c(=O)n2[nH]1,3.2
Cc1cccc(NC(=O)C(=O)NCC(c2ccc3c(c2)OCO3)N2CCN(c3ccccc3)CC2)c1 (configuration not stated),-5.8
CN(C)c1ccc(/C=C\c2ccccc2)cc1,3.8
O=C(NCCc1ccccc1)c1ccc2c(c1)CCN2S(=O)(=O)c1ccc(Br)cc1,11.3
CCOc1ccc(NC(=O)c2c(NCc3ccc(C)o3)sc3c2CCCCC3)cc1,11.1
CC(C)c1nc2cc(C(=O)N(C)C3CCCCC3)ccc2o1,-5.3
COc1ccc(OC)c(S(=O)(=O)NC2CCCCC2)c1,7.6
CC1=C(c2ccccc2)SS2=C1C=C(c1ccccc1)S2 (configuration not stated),-3.8
Cc1cccc(C(=O)Nc2nnc(S(=O)(=O)N3CCCc4ccccc43)s2)c1,-10.7
N#Cc1ccc(NC(=S)NC(=O)C2CCC2)cc1,5.2
O=C(NCCCN1CCN(c2ccccc2F)CC1)c1ccc2nc(Cc3ccccc3)oc2c1,0.0
Cc1ccc(N)c2c1OCCC2=O,0.1
Cc1ccc(NC(=O)CSC2=NC(=O)N=CC2C)cc1 (configuration not stated),6.1
COc1ccc(-c2nc(CNC(=O)NC3CCCCC3)c(C)o2)cc1,-0.9
Cc1cc2c(n1-c1ccc(C(=O)NCc3cccc(Br)c3)cc1)CCC(C)C2 (configuration not stated),-4.0
Cc1ccc(C)c(N(C)C(=O)c2cc3c(s2)-c2ccccc2OC3)c1,0.7
Cc1c2c(nn1-c1ccc(Cl)cc1)CCC2,-0.8
COc1cc(NCCCCCCCN)c2ncccc2c1,-3.3
Cc1[nH]c2ccccc2c1C(c1ccccn1)c1c(C)[nH]c2ccccc12,-1.2
Cc1ccc2c(Cl)c(C(N)=O)sc2c1,-9.6
CC(C)Oc1ccccc1C1c2c(n[nH]c2-c2ccccc2)OC(=N)C1C#N (configuration not stated),0.7
